# CHO-K1 Ca PAM = nonselective calcium activators in parental CHO-K1 cells, primary screen, counter-screen for M1 PAM project, cell-based, Fluo-8 calcium fluorescence, full deck, 1536-well. ATP EC20; 0% at ATP EC20, 100% at ATP max. activation, % at 3 µM. actives 0.02% (n = 360,000);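 active = activation above the run cutoff, the mean activation of all test compounds plus 3 SD, cut at about 40% in these data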;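 note: peak over basal fluorescence ratio in a 140 s read after ATP addition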
# OXTR potentiator = human OXTR potentiators, primary screen, fluorescence, CHO-OTR cells, Fluo-8 calcium; Fluo-8 calcium fluorescence, potentiator mode; 0% = oxytocin EC15, 100% = EC100; activation, % at 3 µM; actives 0.061% (n = 320,000);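 active = activation above that plate's cutoff, the mean activation of tested compounds plus 3 SD, cut at about 6.6% in these data, passing the limit was not always enough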;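 note: 100% uses oxytocin at 75 nM as the full agonist control; some results filed as inactive read as strong as hits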
#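 Assay system: CHO cell line stably expressing human OTR | Also added: Oxytocin at about EC15, sub-maximal agonist stimulus | Times: Compound 6 min at room temperature before oxytocin, 100 s read | Measured by: Fluo-8 intracellular calcium fluorescence, ex 470-495, em 515-575 nm | Controls: EC15 oxytocin alone as 0%, 75 nM oxytocin as 100%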
# TAAR1 ag = human TAAR1 agonists, primary screen, Fluo-8 calcium fluorescence, CHO RD-HGA16 cells; activation, % at 3 µM; actives 0.99% (n = 360,000); vehicle wells 0%, saturating PEA agonist 100%;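 active = activation above the mean activation of all test compounds in the run plus 3 SD, cut at about 38% in these data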
# Target sequence (Q96RJ0 whole entry, looked up): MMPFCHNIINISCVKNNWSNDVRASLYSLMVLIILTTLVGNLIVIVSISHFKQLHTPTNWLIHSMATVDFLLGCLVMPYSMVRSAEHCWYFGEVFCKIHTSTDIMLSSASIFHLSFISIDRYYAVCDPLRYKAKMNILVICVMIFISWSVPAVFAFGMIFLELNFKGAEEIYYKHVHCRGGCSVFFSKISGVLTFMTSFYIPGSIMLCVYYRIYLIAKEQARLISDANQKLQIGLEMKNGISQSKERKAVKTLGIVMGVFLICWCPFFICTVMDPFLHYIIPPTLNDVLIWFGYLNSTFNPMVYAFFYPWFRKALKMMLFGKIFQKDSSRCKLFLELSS
#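 Benchmarks: low control DMSO, high control PEA (EC100); System: CHO RD-HGA16 cells carrying human TAAR1 plus Gα16; Detection: Fluo-8 fluorescence, 5 s baseline then 140 s kinetic read; Schedule: 17-24 h plating, Fluo-8 75 min 37 °C, 30 min RT; Read-out basis: % activation from peak over basal fluorescence ratio, DMSO-to-PEA scaled.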
# CHO parental Ca = ATP-evoked calcium signal inhibitors, parental CHO, primary screen, counter-screen for OX1R antagonist project, cell-based, fluorescence, Fluo-8 calcium dye; actives 0.63% (n = 330,000); inhibition, % at 5.6 µM; AID 463079, 2010; parental CHO-K1, ATP-induced calcium, Fluo-8 fluorescence;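 active = inhibition above that plate's mean sample inhibition plus 3 SD, cut at about 26% in these data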;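 note: 0% = ATP-challenged DMSO wells and 100% = DMSO wells without ATP; some compounds past the cut are filed as inactive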
#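 Test system: parental CHO cells; detection: calcium-sensitive Fluo-8 fluorescence; evaluation: percent inhibition of calcium signal; also added: ATP as calcium-mobilizing challenge; repeats: one well per compound; control set: ATP-challenged DMSO wells low, unchallenged DMSO wells high; compound: single nominal dose of 5.6 µM per compound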
# V1R ag counter = agonists of human V1a receptor, primary screen, counter-screen for OXTR agonist project, fluorescence, CHO-V1R cells | Vasopressin V1a receptor (Homo sapiens), P37288 | Fluo-8 calcium fluorescence, agonist mode; 0% DMSO, 100% 3 nM vasopressin | activation, % at 3 µM | actives 0.25% (n = 320,000) | AID 2797, 2010;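 active = activation above the mean activation of all tested compounds plus 3 SD, per screening run, cut at about 20% in these data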;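 note: signal is peak over basal fluorescence ratio across a 100 second FLIPR read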
# CHO-K1 Ca antag = nonselective inhibitor or artifact in parental CHO-K1 cells | inhibition, % at 3 µM | ATP-induced calcium, Fluo-8 fluorescence | AID 602250 | actives 0.6% (n = 360,000);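 active = inhibition above a per-plate cutoff, the plate's mean sample inhibition plus 3 SD, cut at about 24% in these data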;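 note: 0% = DMSO plus EC80 ATP and 100% = DMSO alone without ATP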
# CHO-K1 Ca ag = counter-screen for M1 agonists: effect in parental CHO-K1 cells. Fluo-8 calcium fluorescence; scaled to maximal ATP response, vehicle zero. activation, % at 3 µM. actives 0.48% (n = 360,000). AID 602248, 2012; in the data active = activation above about 15%;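 note: untransfected CHO-K1 host cells lacking M1 receptor as counterscreen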
# TAAR1 antag = human TAAR1 antagonists, primary screen, Fluo-8 calcium fluorescence, CHO RD-HGA16 cells | inhibition, % at 3 µM | actives 1.5% (n = 360,000) | antagonist;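 active = inhibition above a per-plate cutoff, the mean inhibition of test compounds on that plate plus 3 SD, cut at about 49% in these data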;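 note: 0% = DMSO plus EC80 beta-PEA response and 100% = DMSO alone without agonist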
#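 Test system – hTAAR1-expressing CHO RD-HGA16 cells, Gα16-coupled · Also added – β-PEA at EC80 concentration, post-compound challenge · Compound – 3 µM, single point · Incubation – dye loading 75 min at 37 °C, then 30 min room temperature · Measured by – Fluo-8 intracellular calcium dye fluorescence, real-time kinetic reads · Benchmarks – vehicle and agonist controls · Replicates – singlicate, one well per test compound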
# M1 ag = human M1 muscarinic receptor agonists, primary screen, Fluo-8 calcium fluorescence, CHO-K1 cells, HTS; activation, % at 3 µM; actives 0.33% (n = 360,000); Muscarinic acetylcholine receptor M1 (Homo sapiens), P11229; CHO-K1 hM1, agonist mode; 0% DMSO, 100% acetylcholine EC100;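 active = activation above the run's mean compound activation plus 3 SD, cut at about 16% in these data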;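 note: peak over basal fluorescence ratio within a 140 s kinetic read after compound addition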
# Target sequence (P11229 whole entry, looked up): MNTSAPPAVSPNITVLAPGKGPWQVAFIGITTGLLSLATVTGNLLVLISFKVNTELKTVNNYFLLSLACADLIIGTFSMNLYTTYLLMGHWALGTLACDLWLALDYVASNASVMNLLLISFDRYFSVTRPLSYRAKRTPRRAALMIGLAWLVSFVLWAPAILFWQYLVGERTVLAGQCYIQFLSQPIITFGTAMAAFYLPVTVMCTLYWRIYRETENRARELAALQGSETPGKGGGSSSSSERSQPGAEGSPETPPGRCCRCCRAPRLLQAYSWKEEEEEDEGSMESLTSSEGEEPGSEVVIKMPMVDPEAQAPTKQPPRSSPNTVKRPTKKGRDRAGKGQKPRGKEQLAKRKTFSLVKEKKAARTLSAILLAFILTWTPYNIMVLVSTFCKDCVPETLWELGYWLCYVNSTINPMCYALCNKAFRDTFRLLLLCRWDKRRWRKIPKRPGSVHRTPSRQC
# Numbers without * were called inactive; . = not tested or not shown.
# Sequence of screens – CHO-K1 Ca PAM	OXTR potentiator	TAAR1 ag	CHO parental Ca	V1R ag counter	CHO-K1 Ca antag	CHO-K1 Ca ag	TAAR1 antag	M1 ag
> O=C(NCc1n[nH]c(=S)n1-c1cccc(C(F)(F)F)c1)c1ccco1
→ 6	-4	3	-1	0.6	-2	-0.4	-20	2
> OC(c1ccccc1)(c1nc(-c2cccc(C(F)(F)F)c2)cs1)C(F)(F)F (configuration not stated)
→ 10	.	2	.	.	-12	-0.1	10	-7
> CC(C)CCNC(=O)CN(Cc1ccccc1)C(=O)CCC(=O)Nc1ccccn1
→ 1	-8	2	-10	2.3	-14	2.1	-4	-5
> COc1ccc(C(=O)C=Cc2cccs2)c(O)c1
→ 22	.	2	.	.	-8	0.8	19	-4
> COc1ccc(NC(=O)CN(C)CC(=O)N(CC(C)C)c2c(N)n(CC(C)C)c(=O)[nH]c2=O)cc1
→ -7	-7	6	-9	-0.2	3	1.5	14	-2
> O=C(CN1CCOCC1)Nc1ncccn1
→ 1	-8	1	-8	0.4	5	0.8	-20	-2
> Cc1cccc(N2CCN(S(=O)(=O)c3cccs3)CC2)c1C
→ 6	-12	-4	-1	1.3	-4	6.5	4	-4
> Cc1nc(SCC(=O)NC2CCCC2)c2oc3ccccc3c2n1
→ -6	.	3	.	.	-7	0.4	-29	-1
> O=C(CSc1nc(O)c(C2CCCCC2)c(=O)[nH]1)Nc1ccc(Cl)cc1
→ 15	-14	2	3	-0.8	-13	-0.4	10	0
> S=C(c1ccccc1)N(c1ccccc1)c1ccccc1
→ 10	-18	6	-19	0.1	7	0.6	0	-6
> N#CC(C(=O)CCN1C(=O)C2CC=CCC2C1=O)c1nc2ccccc2[nH]1 (configuration not stated)
→ -5	-8	4	-20	-0.1	7	-0.1	-3	-3
> COc1cc(CCC(=O)Nc2ccc(S(=O)(=O)N3CCOCC3)cc2)cc(OC)c1OC
→ -13	-2	10	-12	0.1	-9	0.5	2	4
> Cc1ccc(CN(C)C[C@H]2OCc3cnnn3CCCC(=O)N([C@@H](C)CO)C[C@@H]2C)cc1
→ -5	.	5	.	.	0	0.2	-18	-8
> C(=N\Nc1nc2ccccc2[nH]1)/C1CCCCC1
→ 21	-7	7	-4	-1.2	-11	0.2	-13	-5
> CCCCc1ccc(-c2c(C#N)c(N)nc3c2CCCC3)s1
→ -1	-8	-1	-3	-0.2	-6	-0.1	1	-3
> CC(=O)Nc1ccc(NC(=O)C(C)OC(=O)c2ccc(C)s2)cc1 (configuration not stated)
→ 22	0	6	-7	0.7	0	0.2	14	-10
> CC[C@]12C(=O)N(C)C[C@H]([C@@H]3C(=O)N(C)C(=O)[C@@H]31)N2C(=O)c1ccc(Cl)cc1
→ -2	.	0	.	.	9	6.8	-6	-3
> O=C(NCC(c1cccs1)N1CCOCC1)c1ccccc1NS(=O)(=O)c1ccc(Cl)cc1 (configuration not stated)
→ 11	-20	4	-13	7.9	0	4.5	11	-3
> COC(CNC(=O)c1cnn2c(C)c(Cc3ccccc3)c(C)nc12)OC
→ -10	-22	0	-11	1.1	-1	0.7	-23	-3
> Cc1cccc2cc(CN(CCN(C)C)C(=S)Nc3ccccc3)c(=O)[nH]c12
→ 25	4	6	-13	0.7	-8	0.6	-29	-8
> CCOC(=O)C(C)Oc1cccc2c(=O)n(CC(=O)Nc3ccc(OC)cc3)ccc12 (configuration not stated)
→ 11	.	0	.	.	6	1.2	-7	0
> CCn1cc(/C=C(\NC(=O)c2ccccc2OC)C(=O)N2CCN(C)CC2)c2ccccc21
→ 10	3	2	-21	-0.7	-8	0.3	-6	-3
> CCC1ON(c2ccccc2)C2c3nc4ccccc4n3CC12 (configuration not stated)
→ 3	7	10	-8	-0.3	-11	-1.0	5	-1
> CC1Cc2ccccc2N1C(=O)C(C)n1cc(C(F)(F)F)cc(Cl)c1=O (configuration not stated)
→ 0	4	-3	-24	-0.9	6	-0.4	-7	-5
> CC(=O)c1ccccc1NC(=O)COC(=O)c1c(C)nn(-c2ccccc2)c1C
→ 8	-7	11	-22	-0.7	-13	2.3	26	-4
> COc1ccc([C@H]2CC(=O)C=C(c3ccc(C)c4ccccc34)C2)cc1
→ 10	-7	4	-38	0.9	-4	-0.5	4	-4
> COc1cc(C)c(NC(=O)C(=S)N2CCCC2)cc1C
→ 1	-6	0	-19	-2.0	-14	0.9	-29	-2
> Cc1cc(C)nc(SCC(=O)N2CCOCC2)n1
→ 18	0	3	2	0.2	-17	0.3	-24	-1
> COc1ccc(C(NCC(=O)Nc2c(C)cccc2C)c2ccccc2)cc1 (configuration not stated)
→ 17	-6	1	-28	0.8	-14	0.8	-3	-6
> CCCCc1c(-c2cccc(F)c2)ncn1CCc1ccccc1OC
→ 20	.	19	.	.	-12	5.3	34	.

# Brought forward from above: two compounds; new compounds follow.
# Sequence of screens – CHO-K1 Ca PAM	OXTR potentiator	TAAR1 ag	CHO parental Ca	V1R ag counter	CHO-K1 Ca antag	CHO-K1 Ca ag	TAAR1 antag	M1 ag
> COc1ccc(C(NCC(=O)Nc2c(C)cccc2C)c2ccccc2)cc1 (configuration not stated)
→ 17	-6	1	-28	0.8	-14	0.8	-3	-6
> CCCCc1c(-c2cccc(F)c2)ncn1CCc1ccccc1OC
→ 20	.	19	.	.	-12	5.3	34	.
> COc1ccc(/C(N)=N/OC(=O)c2ccc(OC)c([N+](=O)[O-])c2)cc1OC
→ 13	-6	0	-9	3.9	-13	1.1	6	-4
> CN1C(=O)CC(N2CCN(C(=O)CN3CCCC3)CC2)C1=O (configuration not stated)
→ 6	-14	6	-3	-0.8	-11	0.0	1	-3
> CCCOc1ccc(-c2c(C(=O)N/N=C(\C)COc3ccccc3)nnn2-c2nonc2N)cc1
→ 3	-12	13	-19	2.9	2	-0.1	-26	-4
> Cc1cccc(N2C(=O)c3ccc(C(=O)Nc4ccccn4)cc3C2=O)c1
→ 5	-20	3	-4	2.3	11	4.0	-7	-1
> Nc1nc(SCc2ccccc2)c2ncn(Cc3ccccc3)c2n1
→ 19	.	0	.	.	-11	0.9	26	-4
> CC(CNCC1CCCO1)COc1ccccc1 (configuration not stated)
→ -2	-10	6	-8	0.1	1	-0.2	12	-5
> CCc1ccc(-n2c(Cc3ccccc3)n[nH]c2=S)cc1
→ 6	-6	3	-29	-1.2	-6	0.3	-17	-7
> CCN(CC)C(=O)Cn1cc(C(=O)C(=O)N2CCCc3ccccc32)c2ccccc21
→ 3	-12	5	-21	0.4	-16	1.8	-16	-4
> Fc1ccc2c(c1)C(c1ccncc1)=NNC(c1cccnc1)=N2
→ 12	-2	6	-3	-0.1	-1	0.3	0	-3
> Nc1c(Cl)cc(C2=NCCn3nc4cc([N+](=O)[O-])ccc4c32)cc1Cl
→ 3	-4	3	-11	-0.4	-11	-0.7	31	0
> Cc1nnc(SCC(=O)Nc2ccc(N3CCN(S(C)(=O)=O)CC3)cc2)o1
→ -2	-2	3	-4	0.3	17	0.4	-5	0
> O=C(N/N=C/c1ccoc1)c1ccccc1F
→ -2	0	1	8	0.5	14	0.3	13	0
> CCOCCCNCc1ccc(OCCC(C)C)c(OC)c1
→ 16	0	0	-21	0.6	-10	1.5	14	-6
> O=C(CCn1ccc2cc(S(=O)(=O)N3CCCC3)ccc21)NCc1ccccc1
→ -10	-4	2	1	-0.2	6	0.9	-33	-3
> Cc1[nH]n(-c2cccc(Cl)c2)c(=O)c1C=NCc1ccco1
→ 30	-9	2	-13	0.6	-16	0.2	-3	-2
> COc1cccc(-c2ccc(C#N)c(SCC(=O)NCCc3ccc(Cl)cc3)n2)c1
→ 16	-3	3	-19	-1.2	-4	-0.1	2	-9
> O=C1C2C3c4ccccc4C(c4ccccc43)C2c2nc3ccccc3n21 (configuration not stated)
→ 17	-26	19	-19	-0.8	-4	1.7	45	-3
> Oc1c(C(Nc2nc3ccccc3s2)c2ccco2)ccc2cccnc12 (configuration not stated)
→ 21	-8	-1	-16	0.9	-6	0.2	-37	-7
> Cc1cc(NC(=O)c2ccccc2NS(=O)(=O)c2c(C)c(C)cc(C)c2C)no1
→ 12	-12	4	-3	2.8	-18	0.9	5	-1
> Cc1ccccc1C(=O)N1CCC(C(=O)Nc2ccc(S(=O)(=O)N(C)C(C)C)cc2)CC1
→ 5	-3	8	-17	0.3	1	1.4	-4	-1
> CCCN(CC(=O)Nc1ccccc1C)C(=O)COc1c(Cl)cccc1Cl
→ -13	-3	4	-29	-0.3	8	0.2	13	-2
> COC(=O)[C@@]1(C(C)C)N=C(c2cc(OC)c(OC)c(OC)c2)[C@]2(O1)C(=O)N(C)c1ccccc12
→ 7	.	7	.	.	-11	0.4	-2	.
> CC(=O)NC(Cc1ccccc1)Cc1ccccc1
→ -1	-4	1	-16	0.6	5	0.1	7	-3
> OC(CNC1CCCCC1)COCCOc1ccc(Br)cc1 (configuration not stated)
→ 14	-3	1	-11	5.3	-3	2.0	-9	-7
> COc1cccc(NC2=NCCCCC2)c1
→ 10	-13	0	-9	1.0	-11	2.0	2	-11
> Cn1c(N)c(C(=O)CSc2nnc(C3CC3)n2-c2ccccc2)c(=O)n(C)c1=O
→ 13	-8	18	-4	1.1	-15	0.5	-26	-2
> O=C(CSc1nccn1-c1ncc(C(F)(F)F)cc1Cl)c1ccc(Cl)cc1
→ 17	9	20	-6	1.1	5	0.8	-8	-4
> CCN(C(=O)Cc1cccs1)c1nnc(-c2cccnc2)s1
→ 16	-7	1	-28	1.6	-12	1.6	15	-5
> Cc1cccc(NC(=O)CNC(=O)c2ccco2)n1
→ -6	1	1	-4	2.0	8	0.0	-6	0
> O=C(CN(c1ccc(F)cc1)S(=O)(=O)c1ccccc1)NC1CCCCCC1
→ -20	-12	0	-18	-0.7	10	0.3	-22	-2
> CCCn1cnc2cc(NCc3ccccc3O)ccc21
→ -12	-8	1	-15	4.5	10	1.8	-15	-9
> COC(=O)c1[nH]c(C)c(/C(O)=C2\C(=O)C(=O)N(CCN3CCOCC3)C2c2ccccc2OC)c1C (configuration not stated)
→ 20	0	2	-3	0.1	-4	2.1	-4	-3
> COc1ccc(NC(=O)COc2nc(N(C)C)nc(N(C)C)n2)cc1
→ -4	-11	2	-3	0.6	17	-0.2	13	4

# Screening results (PubChem)
